# MEKK3 PB1 HTS – MEKK3-MEK5 PB1 interaction, increase or decrease | Q99759 | bead-based flow cytometry, Alexa488-MEK5 binding to MEKK3; actives lie on both sides; 0 = blocked by unlabeled MEK5, 100 = vehicle | binding response (% of control), % at 10 µM | 1.4% of 290,000 active;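 active = binding response more than 3 SD above or below the average of its plate-row segment, actives on both sides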;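 note: Alexa488 bead fluorescence after subtracting the streptavidin-only scavenger bead signal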
# Target sequence (Q99759 whole entry, looked up): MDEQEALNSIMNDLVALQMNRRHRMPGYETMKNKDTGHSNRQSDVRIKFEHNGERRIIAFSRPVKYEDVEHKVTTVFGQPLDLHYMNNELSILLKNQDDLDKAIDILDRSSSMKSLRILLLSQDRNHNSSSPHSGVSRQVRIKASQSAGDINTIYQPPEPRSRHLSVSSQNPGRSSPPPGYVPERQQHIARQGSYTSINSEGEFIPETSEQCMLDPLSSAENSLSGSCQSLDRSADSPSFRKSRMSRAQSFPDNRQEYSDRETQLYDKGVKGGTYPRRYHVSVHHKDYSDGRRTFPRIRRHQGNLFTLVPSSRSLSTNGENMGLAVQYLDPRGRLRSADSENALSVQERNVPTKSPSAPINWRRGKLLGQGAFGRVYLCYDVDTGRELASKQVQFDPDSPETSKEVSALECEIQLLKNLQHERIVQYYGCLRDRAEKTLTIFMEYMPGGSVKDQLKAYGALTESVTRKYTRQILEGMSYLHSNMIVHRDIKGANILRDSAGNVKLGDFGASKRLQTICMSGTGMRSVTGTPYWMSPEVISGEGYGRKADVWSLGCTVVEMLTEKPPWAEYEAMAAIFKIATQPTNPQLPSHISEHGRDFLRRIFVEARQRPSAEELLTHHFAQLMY
# FID counter – displaces DNA intercalator in HCV helicase counter-screen. DNA fluorescent intercalator displacement, fluorescence. inhibition, % at 7.9 µM. 0.17% of 290,000 active; in the data active = inhibition above about 37%;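 note: 0% = vehicle and 100% = reference compound; higher means more ethidium bromide displaced from hairpin DNA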
# HCV NS3 hel inh – HCV NS3 helicase inhibition | inhibition, % at 10.9 µM | AID 1800 | NS3 helicase DNA unwinding, Cy5 molecular beacon fluorescence | 0.56% of 290,000 active;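 active = inhibition above the mean of all tested compounds plus 3 SD, set per campaign, cut at about 35% in these data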;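 note: 0% = DMSO wells and 100% = thioflavine S control wells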
#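 System: NS3 helicase fragment of HCV / Schedule: 1 h at 25 °C / Control set: DMSO alone as 0% and 110 µM thioflavine S as 100% / Reagent: Cy5/quencher beacon DNA duplex and ATP to start / Technique: Cy5 fluorescence / Replication: singlicate / Evaluation: % inhibition of end-to-start signal ratio versus controls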
# CRFBP-R2 agonist – CRF-BP/CRF-R2 complex agonism | 0.46% of 350,000 active | AID 588473 | HEK293 CRF-R2/CRF-BP, calcium dye fluorescence (FLIPR); percent of saturating CRF peptide response | activation, % at 13.2 µM;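 active = activation of at least 50%, plus an integration ratio under a set limit after plate pattern correction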;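 note: plate controls were neutral control wells without compound for no effect and CRF at EC100 for full effect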
# SUMO HTRF inh – inhibitors of human SUMOylation (UBC9); P63279; HTRF SUMOylation assay, SAE1/SAE2 + UBC9, in vitro; inhibition, % at 35 µM; 0.36% of 290,000 active; AID 2006; in the data active = inhibition above about 50%, passing the limit was not always enough; note: strong numbers were not always called active
# Target sequence (P63279 whole entry, looked up): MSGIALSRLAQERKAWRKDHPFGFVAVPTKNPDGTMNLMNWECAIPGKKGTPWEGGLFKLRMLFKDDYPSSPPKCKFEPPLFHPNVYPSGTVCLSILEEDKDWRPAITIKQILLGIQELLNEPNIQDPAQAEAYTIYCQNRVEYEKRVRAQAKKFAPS
# MEKK2 WT-MEK5 – raises or lowers MEK5 binding to wildtype human MEKK2 PB1 domain. Q9Y2U5. bead flow cytometry, Alexa488-MEK5 binding to MEKK2 WT; actives lie on both sides. binding response (% of control), % at 10 µM. 1.1% of 290,000 active. AID 1531; in the data active = binding response below about 67% or above about 130%
# CRFR2-BP antag – antagonists of CRF-binding protein/CRF-R2 receptor complex | HEK293 CRF-R2/CRF-BP, CRF-induced calcium fluorescence | inhibition, % at 11.8 µM | 0.59% of 350,000 active;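 active = inhibition of the ligand-induced calcium signal above about 50% at the single tested concentration, limit read from the data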
# MEKK2 mut-MEK5 – signal of MEK5 binding to mutant human MEKK2 PB1 domain; 0.35% of 290,000 active; percent response, % at 10 µM; bead flow cytometry, Alexa488-MEK5 binding to MEKK2 mutant; AID 1530; in the data active = percent response above about 24%, passing the limit was not always enough; note: inactives centre near 1; some results filed as inactive read as strong as hits
# GalR3 antag – blocks the human galanin receptor 3; O60755; HEK293 GalR3-CNG cAMP membrane potential fluorescence; galR3 body fused to GalR1 C-terminus; inhibition, % at 3 µM; 0.44% of 360,000 active; AID 651719;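 active = inhibition above the screen-wide average plus 3 SD, cut at about 13% in these data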;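 note: forskolin and galanin both at EC90 stimulate the cells; cAMP rise reported by CNG channel membrane potential dye signal; 0% = forskolin plus galanin with DMSO and 100% = forskolin alone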
# Target sequence (O60755 1-299 limits assumed): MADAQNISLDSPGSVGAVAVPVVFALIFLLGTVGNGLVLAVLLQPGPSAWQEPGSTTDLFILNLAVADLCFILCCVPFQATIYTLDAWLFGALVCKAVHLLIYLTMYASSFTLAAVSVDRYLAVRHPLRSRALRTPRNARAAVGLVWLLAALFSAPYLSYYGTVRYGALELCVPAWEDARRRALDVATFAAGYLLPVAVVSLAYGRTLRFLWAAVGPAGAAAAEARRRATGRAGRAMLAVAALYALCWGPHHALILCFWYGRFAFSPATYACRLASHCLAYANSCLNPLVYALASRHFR
# The depositor's hits bear a star; . = no result given. These rows are one share of the data; the hit share may differ from the screen's.
canonical_smiles	MEKK3 PB1 HTS	FID counter	HCV NS3 hel inh	CRFBP-R2 agonist	SUMO HTRF inh	MEKK2 WT-MEK5	CRFR2-BP antag	MEKK2 mut-MEK5	GalR3 antag
COc1ccc(CNC(=O)[C@@H]2CCCN2C(=O)[C@@H]2Cc3ccccc3CN2C(=O)OC(C)(C)C)cc1	99	-55	1	-2.5	4	102	-7	2	2
COc1ccc(C(C#N)c2nc3ccccc3nc2Cl)cc1 (centres undefined)	103	-24	-15	-2.0	7	107	19	-1	-8
O=C1N(Cc2ccccc2)c2ccc(Cl)cc2C12OCCO2	103	-17	-5	-0.5	-10	105	1	1	-3
COc1ccc(Cl)cc1S(=O)(=O)N1CCN(Cc2ccc3c(c2)OCO3)CC1	99	-9	-14	3.9	0	101	-13	-3	-4
COc1ccc(Cc2nc3ccccc3[nH]c2=O)cc1	96	-6	-8	3.4	20	97	-8	-1	-8
N#CC1=C(N)N(c2ccc(F)cc2)C2=C(C1c1ccc(O)cc1)S(=O)(=O)CC2 (centres undefined)	92	-3	16	-1.8	22	66	-2	-12	-3
O=C(Nc1cccc2ccccc12)C12CC3CC(C1)CC(n1cnc([N+](=O)[O-])n1)(C3)C2	104	-8	4	0.7	12	104	-13	9	-2
COCCN=c1scc(-c2ccc3c(c2)NC(=O)CO3)n1/N=C(\C)c1ccc(O)cc1	97	-17	-3	1.5	8	95	33	-6	9
O=C(c1ccc(=O)oc1)N1CCN(c2ccc(F)cc2)CC1	107	.	.	0.1	22	109	-1	2	-1
CCOc1ccc(NC(=O)CCC(=O)N/N=C2\CCCc3ccccc32)cc1	95	-11	0	-0.5	16	96	-8	-3	1
c1ccc(C(c2ccccc2)N2CCN(C(c3ccccn3)c3nnnn3C3CCCC3)CC2)cc1 (centres undefined)	95	-9	6	0.2	4	97	9	-1	.
Cc1onc(-c2ccccc2Cl)c1C(=O)N(Cc1ccccc1)C(C)C	101	-36	-12	-6.9	3	99	-9	0	-9
CC(Sc1nnc(C(C)N(C)C)n1-c1ccc(Cl)cc1)C(=O)Nc1ccc2c(c1)OCO2 (centres undefined)	101	-15	-4	0.2	15	104	-1	1	-2
Cn1c(=O)c2ccccc2n(Cc2ccccc2Cl)c1=O	106	-15	-9	-1.3	-20	107	37	2	-6
O=C(O)c1ccccc1C(=O)N1N=C(c2ccccc2)CC1c1ccccc1O (centres undefined)	106	-36	25	-0.4	6	109	12	8	-8
COc1ccc(NS(=O)(=O)c2ccc(OC)c(NC(=O)CCC3CCCCC3)c2)cc1	106	-1	4	1.7	-27	102	13	2	-5
COc1ccc2cc3cc(C(=O)NCc4ccco4)oc3nc2c1	108	-15	4	-0.4	28	109	5	4	3
CN1CCN(c2ccc(C(CC(N)=O)NC(=O)c3ccccc3)cc2[N+](=O)[O-])CC1 (centres undefined)	95	-3	7	-0.6	6	80	1	-6	1
O=c1[nH]c(SCc2cccc(Cl)c2)nc2ccccc12	101	0	-6	0.9	12	94	-25	0	-3
COc1ccc(O[C@H]2C=C[C@@H](c3ccccc3)O[C@@H]2CO/N=C(\C)CCN2CCc3nc(-c4ccccc4)c(-c4ccccc4)cc3C2)cc1	105	-12	-38	.	0	117	.	2	.
Cc1cccc(Nc2nc(N)nc(CCl)n2)c1	100	-6	-9	-1.1	-5	105	4	9	-2
Cc1c(C(=O)N2CCN(c3ccc(C(F)(F)F)cn3)CC2)oc2ccccc12	107	-20	-10	1.7	-6	107	-25	5	-3
Cc1ccc(CSc2ccc3nnc(-c4cccnc4)n3n2)cc1	102	-11	3	-5.4	0	105	-40	12	-11
CC1(C)CNC(=O)C=C(c2ccccc2)C1	101	-1	4	-0.2	23	99	25	1	-1
CC(=O)c1c(C)[nH]c(C(=O)OCC(=O)N2c3ccccc3NC(=O)C2(C)C)c1C	101	-19	-10	0.2	9	100	7	-2	0

# Grouped by structure: those above with a nitro group on carbon
canonical_smiles	MEKK3 PB1 HTS	FID counter	HCV NS3 hel inh	CRFBP-R2 agonist	SUMO HTRF inh	MEKK2 WT-MEK5	CRFR2-BP antag	MEKK2 mut-MEK5	GalR3 antag
O=C(Nc1cccc2ccccc12)C12CC3CC(C1)CC(n1cnc([N+](=O)[O-])n1)(C3)C2	104	-8	4	0.7	12	104	-13	9	-2
CN1CCN(c2ccc(C(CC(N)=O)NC(=O)c3ccccc3)cc2[N+](=O)[O-])CC1 (centres undefined)	95	-3	7	-0.6	6	80	1	-6	1

# New compounds follow
canonical_smiles	MEKK3 PB1 HTS	FID counter	HCV NS3 hel inh	CRFBP-R2 agonist	SUMO HTRF inh	MEKK2 WT-MEK5	CRFR2-BP antag	MEKK2 mut-MEK5	GalR3 antag
Cc1ccc(C(=O)N/N=C/c2ccc(N3CCOCC3)cc2)c(C)c1	103	-4	1	-0.6	11	110	15	-1	-1
COc1cccc(C(=O)NC(C)c2ccc(Br)cc2)c1 (centres undefined)	98	-24	22	1.1	5	103	-5	-1	-3
Cc1c(Cc2ccccc2)sc(/N=C/c2ccc3ccccc3c2)c1C(N)=O	96	-6	14	4.6	8	97	-14	-2	.
Cc1onc(-c2ccccc2)c1C(=O)NC(C)CCc1ccccc1 (centres undefined)	98	-23	-7	-6.4	5	95	7	0	-5
Cc1ccccc1OCCn1c(=O)sc2ccccc21	108	-15	-7	-1.6	11	101	29	3	-3
O=C(NC1CCCCC1)C1CCN(S(=O)(=O)N2CCOCC2)CC1	94	0	1	-1.0	-3	96	8	0	-6
C/C(=N\NC(=O)c1ccc(NS(=O)(=O)c2cccs2)cc1)c1ccccn1	91	-15	-2	1.9	2	92	0	-6	.
COc1cccc(-c2nnn(CC(C)=O)n2)c1	102	3	1	-1.0	31	104	12	2	-2
CC(=O)c1ccc(NC(=O)C2CCCN2S(=O)(=O)c2cccc3cccnc23)cc1 (centres undefined)	110	-7	2	-1.3	14	112	17	3	-3
COc1ccc(CCNC(=O)CN2C(=O)CCSc3ccccc32)c(OC)c1	104	-32	2	-0.5	0	111	7	7	-8
Cc1ccc(OCC(=O)NNC(=O)CSc2ncnc3sc(C)c(C)c23)cc1	92	7	-1	-1.6	6	81	1	-12	2
COc1cccc(N2CCN(C(=O)c3cccc(N4C(=O)NC5CC4(C)Oc4c(OC)cccc45)c3)CC2)c1 (centres undefined)	100	-55	0	-0.4	0	100	3	1	-9
COc1ccc(NC(=O)c2cnc(C)cn2)cc1-n1cnnn1	106	3	9	0.1	9	106	-9	6	-1
CSc1ccccc1NC(=O)Nc1cccc(Cl)c1C	100	3	-21	0.7	14	96	7	-2	1
CCOC(=O)c1sc2nc(NC(=O)C3CC3)sc2c1C	102	0	-6	3.7	18	106	-8	4	.
O=C(Nc1ccccc1)c1ccc(Nc2c([N+](=O)[O-])cc([N+](=O)[O-])c3ccccc23)cc1	106	1	-1	8.4	6	104	17	3	-3
N#CC12COC3(CCCCC3C1(C#N)C#N)OC2=N (centres undefined)	101	-2	-5	5.8	13	103	-8	4	-4
O=C1c2ccccc2C(=O)C1Cc1cccc2ccccc12	104	-5	1	-1.2	12	103	-28	4	-4
CCOC(=O)C(C(=O)OCC)C1OC(=O)c2cc3c(cc21)C(=O)OC3C(C(=O)OCC)C(=O)OCC (centres undefined)	96	-8	2	-1.0	12	85	-7	-13	-2
O=C(CN1CCOCC1)Nc1ccccc1-c1ccccc1	100	-4	1	-1.8	26	97	1	-9	7
COC(=O)CCn1nc(-c2ccc(C)cc2)c2ccccc2c1=O	109	-12	11	-3.8	9	106	-1	1	1
CCOC(=O)N1CCN(S(=O)(=O)c2ccc(C(=O)NNc3nc4c(C)cc(C)cc4s3)cc2)CC1	74	-20	-2	-1.5	-22	73	-18	7	.
Cc1nc(N2CCN(C)CC2)c2c(C)c(C(=O)Nc3ccc(C)c(F)c3)sc2n1	104	3	-43	-0.4	-16	118	-18	6	-1
COc1ccccc1C(=O)NC(=S)Nc1ccccc1N1CCCC1	106	-14	-6	.	5	110	.	7	-3
Cc1c(/C=N/NC(=O)c2cccnc2)cc(C#N)n1C	102	-4	-5	-1.2	10	96	1	0	-5
O=C(CCc1ccccc1)NCCSCc1c(F)cccc1Cl	102	-23	-7	1.0	16	102	24	12	1
COc1ccc(-c2n[nH]c(=S)n2-c2ccccc2C)cc1	95	-18	-1	1.7	4	104	6	2	-8
COC1=C(N2CCOCC2)C(=O)c2ccccc2C1=O	112	-9	10	0.0	33	110	0	11	-8
O=C(Cn1cccc1C(=O)c1ccccc1)NCc1cccnc1	103	-1	2	0.3	-2	104	-21	8	1
Cc1cc(Nc2nc3ccccc3[nH]c2=O)n(-c2ccccc2)n1	.	-6	-3	2.1	7	.	4	.	-2
CCOc1cccc(-c2nnc3sc(COc4ccc(OC)cc4)nn23)c1	105	2	-2	-0.3	-11	106	-15	0	3
COc1cccc(/C=C/C(=O)OC(C)C(=O)Nc2c(C)n(C)n(-c3ccccc3)c2=O)c1 (centres undefined)	88	-28	2	0.2	30	85	-3	-9	1
CN(NC1OC(=O)c2ccccc21)c1ccccc1[N+](=O)[O-] (centres undefined)	88	-5	6	-1.1	26	88	10	-18	-4
CCc1cccc(CC)c1NC(=S)NCC(c1cccnc1)N1CCOCC1 (centres undefined)	106	-9	1	-0.1	10	111	7	2	-4
S=c1[nH]nc(-c2ccc(Cl)cc2Cl)n1Cc1ccccc1	123	-16	11	-8.1	6	106	-25	1	-1
COc1ccc(C2CC(=O)C(C=NCCN3CCN(C(C)=O)CC3)=C(O)C2)cc1 (centres undefined)	82	-12	1	1.0	-7	95	2	0	-4
CCCCn1c(SCC(=O)N2CC(C)CC(C)C2)nc2cc(S(N)(=O)=O)ccc21 (centres undefined)	106	-16	-4	1.3	-2	104	-31	4	-7
O=S(=O)(Nc1ccc2c(c1)OCCO2)c1ccc(Br)s1	108	-9	1	-1.5	3	108	14	8	-5
CCCOc1ccc(C2c3c(oc4cc(C)c(C)cc4c3=O)C(=O)N2CCCN2CCOCC2)cc1 (centres undefined)	103	8	-26	-3.9	20	110	-9	2	-4
CC(=O)NS(=O)(=O)c1ccc(NC(=O)c2cc(-c3ccc(C)c(C)c3)nc3ccccc23)cc1	95	-31	2	-1.9	28	94	-9	-7	0
CN(C1CCCCC1)S(=O)(=O)c1ccc(-c2ccccn2)s1	100	-21	-14	1.5	2	98	24	-5	-6
CCOc1ccc2nc(NC(=O)C(NS(=O)(=O)c3cccc4nsnc34)C(C)C)sc2c1 (centres undefined)	104	-16	6	1.3	3	103	-2	10	-1
COc1cc(O)c(C(CC(=O)N2CCOCC2)c2ccc(N(C)C)cc2)c(OC)c1 (centres undefined)	82	.	.	0.3	10	69	1	0	6
CCOC(=O)c1sc2ncn(/N=C/c3ccc(O)cc3)c(=O)c2c1C	96	-5	7	-0.7	8	95	22	-4	-5
COc1cc(NC(=O)CSCc2ccc(Cl)cc2Cl)c(C(=O)O)cc1OC	108	-36	23	-0.2	4	107	18	2	-10
Cc1sc2ncnc(Nc3ccc(O)cc3)c2c1C	52	-5	1	-6.3	6	66	2	-55	-4
N#CCNC(=O)c1cccn1-c1ncc(C(F)(F)F)cc1Cl	102	4	-1	-1.8	4	99	10	-2	-4

# Some of these compounds in order of the GalR3 antag value, falling.
Molecule	MEKK3 PB1 HTS	HCV NS3 hel inh	CRFBP-R2 agonist	SUMO HTRF inh	MEKK2 WT-MEK5	CRFR2-BP antag	MEKK2 mut-MEK5	GalR3 antag
O=C(Cn1cccc1C(=O)c1ccccc1)NCc1cccnc1	103	2	0.3	-2	104	-21	8	1
O=c1[nH]c(SCc2cccc(Cl)c2)nc2ccccc12	101	-6	0.9	12	94	-25	0	-3
O=C(NC1CCCCC1)C1CCN(S(=O)(=O)N2CCOCC2)CC1	94	1	-1.0	-3	96	8	0	-6
